# DAX1 inh-1: DAX1 (NR0B1) inhibitors, primary screen, cell-based, HEK293, Gal4-DAX1, luciferase luminescence; Nuclear receptor subfamily 0 group B member 1 (Homo sapiens), P51843; 340,000 tested, 0.99% active; HEK293 Gal4-DAX1 luciferase reporter; inhibition, % at 6.75 µM; AID 504766, 2011;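 active = inhibition above the mean over all tested compounds plus 3 SD, cut at about 4.2% in these data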;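 note: 0% = DAX1-transfected cells with DMSO and 100% = empty-vector control cells with DMSO; inhibition shows as a rise in luminescence from relieved DAX1 repression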
# PLC-beta3 inh: human PLC-beta3 inhibitors, primary screen, biochemical, fluorescence. AID 720704, 2013. 370,000 tested, 0.18% active. inhibition, % at 12.2 µM. Purified PLC-beta3, fluorogenic substrate; in the data active = inhibition above about 11%;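 note: 0% = median of compound wells on plate and 100% = full blocker control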
# hgDAF12 agonist: H. glycines DAF-12 receptor agonists, primary screen, cell-based, luminescence, HEK293, GAL4 fusion, UAS-luciferase | activation, % at 6.8 µM | HEK293 GAL4-hgDAF12 UAS-luciferase reporter, agonist luminescence; normalized to butyrate control | 370,000 tested, 1.8% active | AID 687014, 2013;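 active = activation above a cutoff set at the mean of all screened compounds plus 3 SD, cut at about 10% in these data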;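 note: 0% = DMSO wells and 100% = sodium butyrate wells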
# PG9 Ab binder: binders of HIV-1 gp120 antibody PG9, primary screen, biochemical, TR-FRET. HIV-1 gp120 / PG9 antibody interaction. inhibition, % at 6.7 µM. TR-FRET gp120-PG9 antibody binding. AID 624416, 2012. 360,000 tested, 0.43% active; in the data active = inhibition above about 8.5%
# GAA850 FXN act: FXN promoter activators, primary screen, cell-based, luciferase luminescence, HEK293 lucGAA850 | activation, % at 6 µM | HEK293 lucGAA850 FXN promoter luciferase reporter, 24 h; percent of 10 µM SAHA response | 360,000 tested, 0.56% active;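 active = activation above the average of all compounds screened plus 3 SD, cutoff fixed separately per campaign, cut at about 7.5% in these data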;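 note: 0% = DMSO wells and 100% = 10 µM SAHA wells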
# hcDAF12 agonist: H. contortus DAF-12 nuclear receptor activators, primary screen, cell-based, luminescence, HEK293, lit1-tk-luc reporter; 370,000 tested, 1.4% active; AID 652067, 2013; HEK293 hcDAF-12 lit1-tk-luc reporter; 0% DMSO, 100% Δ7-dafachronic acid; activation, % at 6.8 µM;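 active = activation above the mean of all tested compounds plus 3 SD, cut at about 5.5% in these data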;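 note: 100% = response to 3 µM Δ7-dafachronic acid high control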
# Rev-erbA mod: modulators of Rev-erb alpha DNA binding, primary screen, biochemical, FITC-DNA, fluorescence polarization, uHTS | Nuclear receptor subfamily 1 group D member 1 (Homo sapiens), P20393 | Rev-erbα–FITC-DNA binding, 90 min | activity, % at 10 µM | 370,000 tested, 0.79% active;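 active = activity above about 14%, limit read from the data; passing the limit was not always enough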;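 note: 0% = DMSO wells with 35 nM protein and 100% = DMSO wells with 750 nM protein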
# Target sequence (P20393 whole entry, looked up): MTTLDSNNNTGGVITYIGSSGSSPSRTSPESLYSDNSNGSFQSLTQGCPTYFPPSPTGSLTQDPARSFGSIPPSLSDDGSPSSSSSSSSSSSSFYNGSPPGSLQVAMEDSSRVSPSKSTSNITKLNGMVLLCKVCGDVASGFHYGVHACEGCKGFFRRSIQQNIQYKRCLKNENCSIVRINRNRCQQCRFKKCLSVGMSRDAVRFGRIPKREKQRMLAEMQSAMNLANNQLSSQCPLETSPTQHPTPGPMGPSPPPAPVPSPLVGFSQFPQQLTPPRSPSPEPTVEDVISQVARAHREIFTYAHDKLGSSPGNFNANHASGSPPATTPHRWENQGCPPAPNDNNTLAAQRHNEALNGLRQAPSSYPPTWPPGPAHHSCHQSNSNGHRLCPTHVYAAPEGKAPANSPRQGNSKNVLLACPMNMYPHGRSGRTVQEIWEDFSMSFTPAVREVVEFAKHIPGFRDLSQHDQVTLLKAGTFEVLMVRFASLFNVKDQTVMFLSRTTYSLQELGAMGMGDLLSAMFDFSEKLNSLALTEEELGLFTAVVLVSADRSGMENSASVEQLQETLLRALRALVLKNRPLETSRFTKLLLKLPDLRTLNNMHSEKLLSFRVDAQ
# SMARCA2 activ: SMARCA2 (BRM) function activators, primary screen, cell-based, luminescence, high throughput. activation, % at 9.1 µM. 370,000 tested, 1% active. MG213 cells, MMTV-luciferase reporter, dexamethasone, overnight; in the data active = activation above about 7.8%;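 note: 0% = vehicle wells and 100% = reference activator wells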
# DAX1 inh-2: DAX1 (NR0B1) inhibitors on StAR promoter, primary screen, cell-based, luminescence, SF-1 (NR5A1), full-length DAX-1. HEK293T StAR-luciferase reporter, SF-1/DAX-1 repression relief. inhibition, % at 6.8 µM. 370,000 tested, 1.1% active. AID 652010, 2013;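 active = inhibition above the mean over all tested compounds plus 3 SD, cut at about 3.6% in these data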;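 note: 0% = DAX-1 cells with DMSO and 100% = cells lacking DAX-1 with DMSO; higher inhibition means more luminescence from relief of DAX-1 repression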
# ssDAF-12 act: S. stercoralis DAF-12 nuclear receptor activators, primary screen, cell-based, luminescence, HEK293, GRIP1 co-expression, lit1-tk-luc; Nuclear hormone receptor DAF-12 (Strongyloides stercoralis); HEK293 ssDAF-12/GRIP1 lit1-tk-luc reporter; % of 3 µM dafachronic acid response; activation, % at 6.8 µM; 370,000 tested, 1% active;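 active = activation above the mean over all tested compounds plus 3 SD, cut at about 0.9% in these data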;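 note: 0% = DMSO-only wells and 100% = 3 µM delta7-dafachronic acid wells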
# sPLA2-III inh: human group III sPLA2 inhibitors, primary screen, biochemical, QFRET, BODIPY PC-A2 liposome substrate. Group 3 secretory phospholipase A2 (Homo sapiens), Q9NZ20. QFRET BODIPY PC-A2 liposome hydrolysis, fluorescence. inhibition, % at 12.2 µM. 370,000 tested, 0.56% active;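 active = inhibition above mean plus 3 SD of compounds lying within the high and low control bounds, cut at about 19% in these data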;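 note: 0% = median of test compound wells and 100% = no enzyme DMSO wells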
# Target sequence (Q9NZ20 whole entry, looked up): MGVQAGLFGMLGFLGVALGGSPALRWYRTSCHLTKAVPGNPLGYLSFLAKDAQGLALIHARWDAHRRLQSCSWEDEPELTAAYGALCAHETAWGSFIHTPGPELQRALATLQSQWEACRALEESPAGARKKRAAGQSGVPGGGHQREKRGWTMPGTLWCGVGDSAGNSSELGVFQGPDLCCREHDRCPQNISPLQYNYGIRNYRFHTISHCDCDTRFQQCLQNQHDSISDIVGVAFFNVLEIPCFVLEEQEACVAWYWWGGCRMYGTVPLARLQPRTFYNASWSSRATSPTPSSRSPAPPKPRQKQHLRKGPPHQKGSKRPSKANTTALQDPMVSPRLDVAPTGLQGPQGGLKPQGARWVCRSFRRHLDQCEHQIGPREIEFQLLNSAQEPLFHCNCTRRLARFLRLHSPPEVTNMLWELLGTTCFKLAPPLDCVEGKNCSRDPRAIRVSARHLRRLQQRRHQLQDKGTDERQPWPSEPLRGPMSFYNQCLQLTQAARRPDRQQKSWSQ
# The depositor's hits bear a star; i = inactive; / = no result given.
SMILES,DAX1 inh-1,PLC-beta3 inh,hgDAF12 agonist,PG9 Ab binder,GAA850 FXN act,hcDAF12 agonist,Rev-erbA mod,SMARCA2 activ,DAX1 inh-2,ssDAF-12 act,sPLA2-III inh
CC(=O)Nc1ccc(S(=O)(=O)N2CCN(C(=O)c3ccco3)CC2)cc1,-1.5,-9.2,0.6,0.9,-0.6,1.3,-3.4,-3.1,0.4,-0.4,16.3
CN(C)S(=O)(=O)c1cc(NC(=O)CN2CCNC(=O)C2)ccc1Cl,-0.7,2.7,-2.4,-1.5,0.9,-2.4,7.0,-0.7,0.2,0.4,-2.6
COc1ccc(NC(=O)CCCNC(=O)Cn2cnc3sc(C)c(C)c3c2=O)c(OC)c1,-1.1,0.1,2.1,-1.4,0.2,-1.9,-5.8,-1.7,0.4,-1.5,3.0
COc1ccc(Nc2cc(C(=O)N3CCc4ccccc4C3)c3ccccc3n2)c(OC)c1,-2.4,-31.7,5.5,-1.9,-1.3,-1.2,0.3,-0.3,-1.9,-1.2,-10.9
Cc1cnc(C(=O)NCCc2ccc(Cl)cc2)cn1,-0.1,-8.9,6.5,-1.1,4.8,0.9,-1.4,2.9,4.0*,-0.6,-0.1
COCCn1c(N2CCN(c3ccccc3)CC2)nc2c1c(=O)n(C)c(=O)n2C,-1.3,0.3,-0.3,2.6,1.5,-1.4,-3.5,-2.4,0.0,-2.4,5.9
CS(=O)(=O)N1CCC(C(=O)NCC2COc3ccccc3O2)CC1 (configuration not stated),/,1.0,-1.2,/,/,-2.1,2.9,-1.2,-0.4,-1.2,1.6
O=C(CSC1=NCCS1)NCc1ccco1,1.3,1.6,1.3,0.6,-1.0,-0.8,-1.8,-0.7,0.1,-0.8,2.0
CC(C)CC1Nc2ccc(C(=O)NCCCN3CCOCC3)cc2NC1=O (configuration not stated),1.7,-25.0,-1.6,-3.1,1.1,-1.5,-1.0,0.0,0.1,-0.8,5.2
COc1cc(/C=C2/C(=N)N3C=CSC3=NC2=O)ccc1OCCCOc1cc(C)ccc1C,0.9,-61.8,3.6,0.7,-0.3,2.5,-3.7,-0.8,-1.4,0.1,-9.8
COc1ccc(Br)cc1S(=O)(=O)n1ccnc1,0.3,2.2,-0.2,-1.1,1.5,-1.6,1.9,-4.9,-0.2,-1.2,4.8
Clc1cccc(OCCCCN2CCCCC2)c1,0.8,-3.4,-2.9,-2.2,0.1,-0.4,-3.2,1.2,-0.1,-0.5,-2.8
O=C(COC(=O)c1cc(S(=O)(=O)Nc2ccccc2Cl)ccc1O)Nc1ccc(F)c(F)c1F,0.5,-7.6,-1.1,-1.9,-0.4,0.3,-3.2,4.0,-0.5,-0.6,-22.5
O=C(Nc1cccc2ccccc12)c1ccccc1Cl,0.2,-6.4,0.9,0.0,0.6,1.6,4.3,0.7,-0.5,-0.8,-6.0
COc1cccc(NC(=O)[C@H](Cc2c[nH]c3ccccc23)NC(=O)[C@@H]2Cc3ccccc3CN2)c1,-3.7,-10.7,-4.4,-0.2,-8.1,-0.2,-2.3,-0.2,-2.5,-0.9,-9.0
COc1cc(OC)cc(C(=O)NC(=S)Nc2ccc(NC(=O)c3ccco3)cc2)c1,-1.3,6.0,1.8,-1.2,4.3,-1.2,-3.5,-3.9,0.3,-1.2,9.1
CCOC(=O)Cn1cnc2scc(-c3ccc(C)cc3)c2c1=O,-0.8,-2.4,-1.1,0.0,0.4,-0.1,-0.8,-0.5,-0.3,-1.2,-1.2
Cc1ccc(-c2csc(C(C)(O)c3cccc(F)c3)n2)cc1C (configuration not stated),/,-2.2,-1.8,-1.8,0.3,-1.6,3.5,0.7,-0.8,-0.8,-11.6
c1ccc(CNc2c(-c3cccc(SC4CCCCC4)c3)nc3ccccn23)cc1,0.5,i,2.8,-0.1,4.0,1.5,1.8,-3.1,0.6,-0.9,3.1
COc1ccc(C(CNC(=O)CN2C(=O)NC3(CC(C)CC(C)(C)C3)C2=O)N2CCOCC2)cc1 (configuration not stated),2.5,2.2,1.0,0.7,1.3,-1.1,-1.4,-3.4,0.3,-1.9,1.8
Cc1ccc2c(c1)N(CC(=O)Nc1ccc3c(c1)OCCO3)C(=O)CO2,0.1,1.1,-1.8,-0.5,-2.2,1.4,-2.5,-2.3,-1.6,-0.2,-1.6
CCS(=O)(=O)c1ccc(O)c(NC(=O)/C=C/c2ccccc2)c1,0.1,2.5,4.4,-2.0,1.4,2.8,-0.9,-1.7,2.0,-0.2,-2.3
CCN(CC)c1nc(NN)nc(Nc2ccc(C)c(Cl)c2)n1,1.0,-3.3,-2.7,-3.1,0.6,1.5,5.0,-4.6,0.6,-1.9,-1.6
COc1ccc(NC(=O)CCS(=O)(=O)c2ccc3c(c2)oc(=O)n3C)cc1OC,-0.3,-1.4,0.3,2.1,2.2,-1.3,5.0,-1.2,0.6,-0.8,1.7
COc1ccc2c(c1)-c1nc(NC(=O)c3cccs3)sc1CC2,0.4,-95.1,-0.2,0.2,2.3,-0.1,-4.3,0.9,-0.5,-1.3,-9.6
O=C(COC(=O)c1cc(S(=O)(=O)N2CCOCC2)ccc1Cl)NCc1ccco1,-0.8,-2.8,-1.9,-0.8,1.5,0.9,2.5,-3.1,1.4,-1.0,-7.5
CCCOP(=O)(OCCC)c1c([N+](=O)[O-])cc(C(F)(F)F)cc1[N+](=O)[O-],0.2,3.5,0.0,-1.9,0.0,-0.3,-8.3,-0.5,-1.8,-1.4,1.6
CC(C)Oc1ccc(C(=O)NCc2cccs2)cc1,-0.2,4.3,9.9,1.9,2.8,0.2,-0.8,3.1,0.8,-0.7,-0.8
Cc1ccc(NC(=O)/C(Cl)=C\c2ccccc2)cc1,-0.4,-1.3,16.6*,-0.7,-0.1,6.4*,1.3,4.3,6.5*,1.6*,-0.2
COc1ccc(Nc2ncc(C(=O)N3CCN(c4ccc(F)cc4)CC3)c3ccccc23)cc1,-2.6,-63.0,-4.3,-0.7,-1.5,-1.8,13.0,-0.4,-1.3,-1.6,-1.4
Cc1ccc(-c2nc(C3CCCN(S(=O)(=O)c4ccccc4)C3)no2)cc1 (configuration not stated),/,-0.8,-0.5,/,/,-2.7,-1.3,3.8,0.0,-1.3,-3.2
O=C(c1cc2n(n1)C(C(F)(F)F)CC(c1ccc(Cl)cc1)N2)N1CCCC1 (configuration not stated),-0.4,-2.9,-2.0,-2.5,-0.1,-0.5,-1.7,-2.6,0.7,-1.0,-1.3
O=C(Nc1ccc([N+](=O)[O-])cn1)c1cc(-c2cccc(Cl)c2)nc2ccccc12,-0.3,0.2,1.7,0.0,3.5,-0.3,10.9,-0.5,0.6,-1.4,1.0
Cc1ccc(-n2nc(C(=O)O)c(C)c(C#N)c2=O)cc1Cl,-0.5,-166.4,-0.7,-0.5,0.3,-1.4,2.1,0.2,0.3,-1.1,-2.9
COCCN(Cc1nc2ccccc2c(=O)[nH]1)C(=O)c1cccc(S(=O)(=O)N2CCCC2)c1,-0.1,0.0,1.1,0.7,1.2,-0.9,2.1,1.1,0.9,-0.8,-4.7
O=C(NCCC1=CCCCC1)C1CCN(S(=O)(=O)c2cccc3nsnc23)CC1,-0.7,0.5,1.1,-0.3,1.1,-1.2,7.4,-2.9,-0.4,-1.1,6.1
CCOC(=O)C1(C)CCN1C(=O)CSc1ccccc1 (configuration not stated),/,1.9,0.3,-0.3,1.1,-1.6,-7.1,-1.7,-0.7,-1.1,0.4
O=S1(=O)CC(N2CCN(c3ccccn3)CC2)CN1Cc1ccc(F)cc1 (configuration not stated),/,1.4,4.9,-0.2,/,-1.6,-7.1,-3.9,-0.8,-1.5,0.1
CCOc1ccc(NC(=O)N2CCc3ccccc3C2)cc1,-1.0,-4.7,6.0,-2.4,2.9,-0.1,1.3,1.7,2.6,-0.2,2.5
CCOC(=O)Cc1ccc(Nc2nc3cc(-c4ccccc4C)sc3c(=O)n2C)cc1,/,-20.1,-1.0,-0.3,0.1,-1.5,0.0,-6.0,-1.7,-1.5,-26.1

# A draw from above in order of heavy-atom count, falling:
SMILES,DAX1 inh-1,PLC-beta3 inh,hgDAF12 agonist,PG9 Ab binder,GAA850 FXN act,hcDAF12 agonist,Rev-erbA mod,SMARCA2 activ,DAX1 inh-2,ssDAF-12 act,sPLA2-III inh
O=C(NCCC1=CCCCC1)C1CCN(S(=O)(=O)c2cccc3nsnc23)CC1,-0.7,0.5,1.1,-0.3,1.1,-1.2,7.4,-2.9,-0.4,-1.1,6.1
Cc1ccc(-c2nc(C3CCCN(S(=O)(=O)c4ccccc4)C3)no2)cc1 (configuration not stated),/,-0.8,-0.5,/,/,-2.7,-1.3,3.8,0.0,-1.3,-3.2
CCOc1ccc(NC(=O)N2CCc3ccccc3C2)cc1,-1.0,-4.7,6.0,-2.4,2.9,-0.1,1.3,1.7,2.6,-0.2,2.5
Cc1ccc(-n2nc(C(=O)O)c(C)c(C#N)c2=O)cc1Cl,-0.5,-166.4,-0.7,-0.5,0.3,-1.4,2.1,0.2,0.3,-1.1,-2.9

# Next compounds follow.
SMILES,DAX1 inh-1,PLC-beta3 inh,hgDAF12 agonist,PG9 Ab binder,GAA850 FXN act,hcDAF12 agonist,Rev-erbA mod,SMARCA2 activ,DAX1 inh-2,ssDAF-12 act,sPLA2-III inh
Cc1cc(OC(=O)c2ccccc2C(F)(F)F)c([N+](=O)[O-])c(=O)[nH]1,0.1,2.5,7.9,1.0,1.4,5.2,-2.8,-0.3,-0.4,-1.0,-1.3
CCOC(=O)N1CCN(C(=O)c2ccccc2NC(=O)c2ccc(Br)cc2)CC1,0.6,1.2,-0.1,1.6,0.6,-0.6,3.0,0.6,0.0,-0.7,4.1
COc1ccc2[nH]c3c(c2c1)CCN1C(=O)C(CC(=O)NCCc2ccccn2)C[C@H](C(=O)N2CCCCC2)[C@@]31CCc1ccccc1 (some centres not stated),-1.6,-1.5,1.3,-0.2,-1.1,-0.8,-0.5,-1.3,0.1,-1.3,-5.8
N#CCCn1cc(C(N)=O)c(-c2ccc3ccccc3c2)n1,0.4,-5.1,-0.4,1.7,0.1,-1.1,0.3,-1.5,0.1,-1.5,4.7
CCC(=O)N1CCC1(C)C(=O)Nc1cc(OC)ccc1OC (configuration not stated),/,4.0,1.1,-1.7,0.1,-0.5,-0.6,0.4,-0.3,-0.9,-3.0
O=C(COc1ccc2c(-c3ccccc3)cc(=O)oc2c1)Nc1ccc(CN2CCOCC2)cc1,-0.2,-12.2,2.2,-0.5,2.2,3.1,-25.4,-2.0,0.0,-1.0,0.7
